Compound activity: PubChem, several laboratories
rCAG binder – binders of r(CAG) RNA repeats, primary screen, biochemical, fluorescence. inhibition, % at 3 µM. AID 651821, 2012. actives 1.3% (n = 370,000). r(CAG) RNA repeat, TO-PRO-1 dye displacement fluorescence;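 active means inhibition above the plate cutoff, the mean of all test compounds on that plate plus 3 SD, cut at about 35% in these data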;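 further: 0% = DMSO alone and 100% = 100 µM mitoxantrone as full dye displacement; higher means more dye released from RNA so lower well fluorescence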
GC-A act – GC-A stimulated cGMP production enhancers – HEK293 GC-A cells, cGMP TR-FRET, EC30 ANP, primary screen | activation, % at 10 µM | actives 0.14% (n = 370,000) | 0% at EC30 ANP, 100% saturating ANP | AID 1671463, 2021 | Atrial natriuretic peptide receptor 1 (Homo sapiens), P16066; in the data active means activation above about 40%
Target sequence (P16066 whole entry, looked up): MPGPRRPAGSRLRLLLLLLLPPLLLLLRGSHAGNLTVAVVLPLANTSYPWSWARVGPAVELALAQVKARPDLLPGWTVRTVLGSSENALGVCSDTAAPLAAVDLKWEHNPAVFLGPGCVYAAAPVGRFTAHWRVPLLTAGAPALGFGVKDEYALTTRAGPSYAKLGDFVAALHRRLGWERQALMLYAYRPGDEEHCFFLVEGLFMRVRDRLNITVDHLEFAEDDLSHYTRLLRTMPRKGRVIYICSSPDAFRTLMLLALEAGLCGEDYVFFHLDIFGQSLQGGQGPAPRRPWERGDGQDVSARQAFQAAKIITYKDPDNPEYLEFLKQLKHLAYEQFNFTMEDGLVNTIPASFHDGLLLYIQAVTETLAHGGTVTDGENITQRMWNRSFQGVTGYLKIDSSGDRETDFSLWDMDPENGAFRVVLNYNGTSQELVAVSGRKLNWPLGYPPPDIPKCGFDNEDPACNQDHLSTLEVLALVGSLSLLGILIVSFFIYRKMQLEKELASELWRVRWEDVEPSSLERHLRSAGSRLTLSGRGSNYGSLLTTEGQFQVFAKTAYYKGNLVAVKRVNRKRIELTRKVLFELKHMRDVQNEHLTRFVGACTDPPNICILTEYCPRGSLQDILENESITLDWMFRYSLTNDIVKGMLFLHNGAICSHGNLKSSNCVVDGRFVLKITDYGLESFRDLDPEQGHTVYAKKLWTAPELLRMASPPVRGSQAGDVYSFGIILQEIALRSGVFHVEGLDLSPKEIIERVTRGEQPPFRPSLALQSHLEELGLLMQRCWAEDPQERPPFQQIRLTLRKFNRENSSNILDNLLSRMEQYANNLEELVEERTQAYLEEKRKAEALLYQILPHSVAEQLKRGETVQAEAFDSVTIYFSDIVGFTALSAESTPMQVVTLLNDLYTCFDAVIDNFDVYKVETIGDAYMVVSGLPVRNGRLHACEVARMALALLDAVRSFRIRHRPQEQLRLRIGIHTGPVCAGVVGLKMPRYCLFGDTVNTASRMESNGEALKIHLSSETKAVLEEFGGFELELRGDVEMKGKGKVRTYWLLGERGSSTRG
HTRA1 inh – HTRA1 serine protease inhibitors, primary screen, biochemical, fluorescence polarization, HTS; recombinant HTRA1, FP-rhodamine activity-based probe; inhibition, % at 5.96 µM; actives 0.5% (n = 340,000); in the data active means inhibition above about 36%;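 further: 0% = enzyme with DMSO and 100% = wells lacking enzyme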
ABHD4 inh – ABHD4 inhibitors, primary screen, biochemical, fluorescence polarization, mouse. purified mABHD4, FP-Rh probe fluorescence polarization. inhibition, % at 8.92 µM. actives 0.54% (n = 370,000). AID 720543, 2013;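 active means inhibition exceeding the mean over every tested compound plus 3 SD, cut at about 30% in these data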;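 further: 0% = plate median of compound wells and 100% = S159A mutant with DMSO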
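Test system: mABHD4 protein | Buffer or medium: HEPES pH 7.0 buffer, 150 mM NaCl, 0.01% Pluronic F-127 | Probe or stimulus: FP-Rh fluorescent activity-based probe, added after compound pre-incubation | Timing: Pre-incubation 45 min, probe exposure 60 min, at 25 °C | Technique: Fluorescence polarization, excitation 525 nm, emission 598 nm, BODIPY TMR filters | Repeats: Single well per compound (singlicate)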
NR1D1 modulator – modulators of Rev-erb alpha DNA binding, primary screen, biochemical, FITC-DNA, fluorescence polarization, uHTS. Nuclear receptor subfamily 1 group D member 1 (Homo sapiens), P20393. Rev-erbα–FITC-DNA binding, 90 min. activity, % at 10 µM. actives 0.79% (n = 370,000). AID 1259318, 2017;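 active means activity above about 14%, limit read from the data; passing the limit was not always enough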;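 further: 0% = DMSO wells with 35 nM protein and 100% = DMSO wells with 750 nM protein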
SMARCA2 activ – SMARCA2 (BRM) function activators, primary screen, cell-based, luminescence, high throughput. activation, % at 9.1 µM. actives 1% (n = 370,000). MG213 cells, MMTV-luciferase reporter, dexamethasone, overnight. AID 652017, 2013; in the data active means activation above about 7.8%;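 further: 0% = vehicle wells and 100% = reference activator wells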
ASAP1 inh – inhibitors of human ASAP1 ArfGAP activity, primary screen, biochemical, fluorescence polarization. inhibition, % at 16.5 µM. actives 0.19% (n = 360,000). AID 624377, 2012. ASAP1-stimulated ARF1 GTP hydrolysis, GDP FP detection; in the data active means inhibition above about 25%;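 further: 0% = vehicle with enzyme and substrate and 100% = no enzyme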
ARFGAP1 inh – inhibitors of rat ARFGAP1 GAP activity, primary screen, biochemical, fluorescence polarization, GDP tracer | ADP-ribosylation factor GTPase-activating protein 1 (Rattus norvegicus), Q62848 | Arfgap1-stimulated ARF1 GTP hydrolysis, GDP FP detection | inhibition, % at 16.5 µM | actives 0.26% (n = 360,000);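 active means inhibition above a per-plate limit, mean inhibition of low control wells plus 3 SD, cut at about 25% in these data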;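 further: 0% = DMSO wells with enzyme and 100% = wells lacking Arfgap1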
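Material: rat Arfgap1 GAP domain (His6, aa 1-136), purified enzyme. Also added: human ARF1(Δ1-17)-GTP substrate. Compound dosing: 16.5 µM single point, 1.26% DMSO. Timing: enzyme reaction 120 min at 25 °C after 20 min preincubation. Signal: GDP detection by fluorescence polarization. Read-out basis: percent inhibition of GAP-stimulated GDP formation, scaled between DMSO and no-Arfgap1 medians.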
PG9 Ab binder – binders of HIV-1 gp120 antibody PG9, primary screen, biochemical, TR-FRET; HIV-1 gp120 / PG9 antibody interaction; TR-FRET gp120-PG9 antibody binding; inhibition, % at 6.7 µM; actives 0.43% (n = 360,000); AID 624416, 2012; in the data active means inhibition above about 8.5%
NPR2 activator – human GC-B receptor activators, primary screen, HEK293 GC-B cells, cGMP TR-FRET, EC30 CNP. Atrial natriuretic peptide receptor 2 (Homo sapiens), P20594. 0% at EC30 CNP, 100% saturating CNP. activation, % at 10 µM. actives 0.11% (n = 370,000);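 active means activation at 10 µM reaching about 35% in either raw or pattern-adjusted values, limit read from the data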
An asterisk follows results filed as active. No enrichment for hits; 4.4% or so of the library scored in one or more.

Results for C=CC[C@H](CC(=O)N[C@H](CO)Cc1ccccc1)C(=O)N[C@@H](COC(=O)[C@H](CC=C)CC(=O)OC(C)(C)C)Cc1c[nH]c2ccccc12 ?
rCAG binder: -7.2; GC-A act: -5.6; HTRA1 inh: -18.4; ABHD4 inh: -19.8; NR1D1 modulator: -4.7; SMARCA2 activ: 0.2; ASAP1 inh: 10.0; ARFGAP1 inh: 1.3; PG9 Ab binder: 0.4; NPR2 activator: -5.5

Results for CC(=O)c1nnn(-c2ccccc2C#N)c1C ?
rCAG binder: -1.1; GC-A act: 0.3; HTRA1 inh: -0.4; ABHD4 inh: -0.9; NR1D1 modulator: -5.0; SMARCA2 activ: 4.1; ASAP1 inh: 2.6; ARFGAP1 inh: 0.4; PG9 Ab binder: -3.1; NPR2 activator: 6.8

Results for O=C(c1c(F)cccc1F)N1CCCC(c2nc(-c3ccc(Cl)cc3)no2)C1 (configuration not stated) ?
rCAG binder: -3.1; GC-A act: 5.0; HTRA1 inh: -13.1; ABHD4 inh: -4.6; NR1D1 modulator: -0.1; SMARCA2 activ: -3.5; ASAP1 inh: -11.6; ARFGAP1 inh: -10.0; PG9 Ab binder: 0.3; NPR2 activator: -5.5

Results for Clc1ccc(-c2nc(-c3cnccn3)no2)cc1 ?
rCAG binder: 3.6; GC-A act: 3.0; ABHD4 inh: -0.6; NR1D1 modulator: 3.6; SMARCA2 activ: -1.5; ASAP1 inh: -13.5; ARFGAP1 inh: -12.4; PG9 Ab binder: 0.0; NPR2 activator: -2.7

What do the screens show for `C/C(=C1/SC(=S)N(CCC(=O)O)C1=O)c1ccc(O)cc1`?
rCAG binder: 4.5; GC-A act: 1.1; HTRA1 inh: 4.1; ABHD4 inh: 2.9; NR1D1 modulator: 1.4; SMARCA2 activ: -1.1; ASAP1 inh: -2.7; ARFGAP1 inh: -5.4; PG9 Ab binder: -2.2; NPR2 activator: 5.3

How did CSc1nnc(N2C(=O)C(O)=C(C(=O)c3ccco3)C2c2ccccc2)s1 (configuration not stated) do in these assays?
rCAG binder: 7.4; GC-A act: 3.1; HTRA1 inh: 3.2; ABHD4 inh: -4.4; NR1D1 modulator: 12.2; SMARCA2 activ: 2.2; ASAP1 inh: -0.8; ARFGAP1 inh: 2.5; PG9 Ab binder: 0.2; NPR2 activator: -2.9

Results for O=C(NCCS(=O)(=O)N1CCN(c2ccccc2F)CC1)c1ccc(Br)o1 ?
rCAG binder: -1.9; GC-A act: -0.2; HTRA1 inh: -2.2; ABHD4 inh: 0.6; NR1D1 modulator: 1.6; SMARCA2 activ: -2.5; ASAP1 inh: -14.2; ARFGAP1 inh: -9.5; PG9 Ab binder: 1.3; NPR2 activator: -3.1

What do the screens show for `COc1cc(C#Cc2c(-c3cncn3C)n(C)c3ccc(-c4cnc(N5CCOCC5)nc4)cc23)cc(OC)c1`?
rCAG binder: 6.8; GC-A act: 5.1; HTRA1 inh: -11.7; ABHD4 inh: 1.7; NR1D1 modulator: 1.0; SMARCA2 activ: 7.4; ASAP1 inh: 12.1; ARFGAP1 inh: 4.4; PG9 Ab binder: -1.0; NPR2 activator: -6.7

How did CN1CCN(CCCNC(=O)CN2C(=O)COc3ccccc32)CC1 do in these assays?
rCAG binder: -0.5; GC-A act: 4.9; HTRA1 inh: 4.3; ABHD4 inh: 5.7; NR1D1 modulator: -3.2; SMARCA2 activ: -1.8; ASAP1 inh: -5.5; ARFGAP1 inh: -1.3; PG9 Ab binder: -1.3; NPR2 activator: 1.6

How did CC(C)c1ccc(N2C(=O)CSC23C(=O)N2CCCc4cccc3c42)cc1 (configuration not stated) do in these assays?
rCAG binder: -6.3; GC-A act: -25.9; HTRA1 inh: -2.5; ABHD4 inh: 7.5; NR1D1 modulator: -4.6; SMARCA2 activ: -1.1; ASAP1 inh: -4.6; ARFGAP1 inh: -7.6; PG9 Ab binder: 1.6; NPR2 activator: -15.4

How did CCc1ccccc1NC(=O)C1CCN(C(=O)c2cccs2)CC1 do in these assays?
rCAG binder: 1.5; GC-A act: -0.6; HTRA1 inh: -1.8; ABHD4 inh: -1.6; NR1D1 modulator: 2.1; SMARCA2 activ: -3.4; ASAP1 inh: 4.8; ARFGAP1 inh: 11.8; PG9 Ab binder: -2.7; NPR2 activator: -5.0

Results for Cc1ccc2c(CC(=O)N3CCc4ccccc43)coc2c1 ?
rCAG binder: 3.4; GC-A act: -1.6; HTRA1 inh: -37.1; ABHD4 inh: -5.7; NR1D1 modulator: 6.8; SMARCA2 activ: 2.5; ASAP1 inh: -6.0; ARFGAP1 inh: -5.3; PG9 Ab binder: 0.1; NPR2 activator: 4.9

Results for O=C(NNC(=O)C1CC=CCC1)c1ccccc1Br (configuration not stated) ?
rCAG binder: -2.5; GC-A act: 1.5; HTRA1 inh: 5.0; ABHD4 inh: 2.0; NR1D1 modulator: 0.1; SMARCA2 activ: 0.8; ASAP1 inh: 6.9; ARFGAP1 inh: 3.4; PG9 Ab binder: -0.8; NPR2 activator: 5.4

Results for CC(=O)Nc1ccc(-c2nnc(SCc3c(C)cc(C)cc3C)n2C)cc1 ?
rCAG binder: -4.1; GC-A act: 1.0; HTRA1 inh: -14.8; ABHD4 inh: -5.3; NR1D1 modulator: -0.3; SMARCA2 activ: -3.7; ASAP1 inh: -4.5; ARFGAP1 inh: 15.0; PG9 Ab binder: 0.7; NPR2 activator: 0.4

How did O=C(NCC1CCCO1)c1ccc2[nH]c3c(c2c1)CCCC3 (configuration not stated) do in these assays?
rCAG binder: -2.5; GC-A act: 2.9; HTRA1 inh: -3.6; ABHD4 inh: 0.6; NR1D1 modulator: 3.1; SMARCA2 activ: 3.3; ASAP1 inh: 4.1; ARFGAP1 inh: 12.4; PG9 Ab binder: 1.1; NPR2 activator: -2.2

What do the screens show for `COc1ccc(S(=O)(=O)N(C)C)cc1NC(=O)[C@H](Cc1ccccc1)N1C(=O)c2ccccc2C1=O`?
rCAG binder: 5.8; GC-A act: -2.6; HTRA1 inh: -17.7; ABHD4 inh: -1.1; NR1D1 modulator: -0.9; SMARCA2 activ: -1.1; ASAP1 inh: -4.8; ARFGAP1 inh: 16.9; PG9 Ab binder: -1.3; NPR2 activator: 7.0

How did COC(=O)C(=C/C(C)=C/c1cccs1)C(=O)OC do in these assays?
rCAG binder: -2.9; GC-A act: 2.2; HTRA1 inh: 8.3; ABHD4 inh: -0.9; NR1D1 modulator: 2.0; SMARCA2 activ: -0.3; ASAP1 inh: 4.1; ARFGAP1 inh: -7.0; PG9 Ab binder: -2.8; NPR2 activator: -3.9

What do the screens show for `Cc1cc(C(=O)COC(=O)[C@H](C)NC(=O)c2ccco2)c(C)n1Cc1ccco1`?
rCAG binder: -3.6; GC-A act: -5.5; HTRA1 inh: -5.9; ABHD4 inh: -0.8; NR1D1 modulator: -11.3; SMARCA2 activ: 0.5; ASAP1 inh: -8.6; ARFGAP1 inh: 2.3; PG9 Ab binder: -0.6; NPR2 activator: 3.5

What do the screens show for `CCOC(=O)CC1(CCc2ccccc2)Oc2ccccc2N1S(=O)(=O)c1ccc(C)cc1` (configuration not stated)?
rCAG binder: 4.3; GC-A act: -0.9; ABHD4 inh: -14.4; NR1D1 modulator: 0.3; SMARCA2 activ: -1.8; ASAP1 inh: 0.1; ARFGAP1 inh: 0.8; PG9 Ab binder: -0.7; NPR2 activator: 1.9

What do the screens show for `CC(C)c1ccc2c(c1)[C@H]1OCC[C@H]1[C@@H](c1cccs1)N2`?
rCAG binder: -0.7; GC-A act: 5.1; HTRA1 inh: -4.4; ABHD4 inh: 0.3; NR1D1 modulator: -1.4; SMARCA2 activ: -0.6; ASAP1 inh: 10.8; ARFGAP1 inh: 4.6; PG9 Ab binder: 0.8; NPR2 activator: 2.0

How did O=C(COc1c(F)c(F)cc(F)c1F)NC(=O)NC1CCCC1 do in these assays?
rCAG binder: -6.8; GC-A act: 2.4; HTRA1 inh: 10.8; ABHD4 inh: -4.6; NR1D1 modulator: 2.3; SMARCA2 activ: 0.1; ASAP1 inh: 11.3; ARFGAP1 inh: 0.9; PG9 Ab binder: 1.1; NPR2 activator: 6.2

What do the screens show for `C=CCn1c(SCC(=O)c2ccc(O)c(O)c2)nnc1-c1ccccc1OC`?
rCAG binder: 13.1; GC-A act: -3.4; HTRA1 inh: 58.6*; ABHD4 inh: 29.5*; NR1D1 modulator: -2.6; SMARCA2 activ: 0.0; ASAP1 inh: 1.5; ARFGAP1 inh: 1.7; PG9 Ab binder: -3.8; NPR2 activator: -2.0

Results for O=C(Nc1cc(C(F)(F)F)ccc1-n1cncn1)c1ccc(Br)cc1 ?
rCAG binder: 2.8; GC-A act: 0.4; HTRA1 inh: -7.6; ABHD4 inh: 1.3; NR1D1 modulator: 5.3; SMARCA2 activ: -3.9; ASAP1 inh: -10.2; ARFGAP1 inh: -13.7; PG9 Ab binder: 4.3; NPR2 activator: -5.7

Results for COc1ccc(O)c(/C=N/NC(=S)Nc2cccc(S(=O)(=O)N(C)C)c2)c1 ?
rCAG binder: 21.8; GC-A act: 8.3; HTRA1 inh: 38.4*; ABHD4 inh: 2.6; NR1D1 modulator: 1.8; SMARCA2 activ: -3.6; ASAP1 inh: 4.8; ARFGAP1 inh: -1.1; PG9 Ab binder: 0.8; NPR2 activator: 0.4

Results for C/C(=N\NC(=O)CCc1ccccc1)C1C(=O)c2ccccc2C1=O ?
rCAG binder: 16.5; GC-A act: -3.7; HTRA1 inh: 12.6; ABHD4 inh: 19.7; NR1D1 modulator: 6.0; SMARCA2 activ: 3.8; ASAP1 inh: -4.4; ARFGAP1 inh: 9.2; PG9 Ab binder: -0.1; NPR2 activator: -1.2

Two records drawn at random from those above:
Results for O=C(Nc1cc(C(F)(F)F)ccc1-n1cncn1)c1ccc(Br)cc1 ?
rCAG binder: 2.8; GC-A act: 0.4; HTRA1 inh: -7.6; ABHD4 inh: 1.3; NR1D1 modulator: 5.3; SMARCA2 activ: -3.9; ASAP1 inh: -10.2; ARFGAP1 inh: -13.7; PG9 Ab binder: 4.3; NPR2 activator: -5.7

What do the screens show for `C=CCn1c(SCC(=O)c2ccc(O)c(O)c2)nnc1-c1ccccc1OC`?
rCAG binder: 13.1; GC-A act: -3.4; HTRA1 inh: 58.6*; ABHD4 inh: 29.5*; NR1D1 modulator: -2.6; SMARCA2 activ: 0.0; ASAP1 inh: 1.5; ARFGAP1 inh: 1.7; PG9 Ab binder: -3.8; NPR2 activator: -2.0
